# Compound activity (PubChem)
# CAL PDZ FP-1: blocks peptide binding to the human CAL PDZ domain | Q9HD26 | purified CAL PDZ, TMR-peptide fluorescence polarization, 1 h | inhibition, % at 24.9 µM | 0.92% of 300,000 active | AID 602252;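 active means mean inhibition of at least 30% with at least half of replicates also reaching 30%; inconclusive means no clear call, values can overlap the other calls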;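 further: 0% = DMSO neutral control and 100% = excess unlabeled competitor peptide PRC23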
# dFosB act: activators of mouse delta FosB homodimer | 0.99% of 340,000 active | purified delta FosB, TAMRA-CDK5 oligo fluorescence polarization; percent of positive-control signal above neutral wells | activation, % at 25 µM | P13346;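 active means mean activation above about 17%, with every replicate also reaching it, limit read from the data, passing the limit was not always enough; inconclusive means only one of the two conditions met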;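 further: fluorescence polarization rise as delta FosB binds a TAMRA Cdk5 AP-1 oligo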
# Target sequence (P13346 whole entry, looked up): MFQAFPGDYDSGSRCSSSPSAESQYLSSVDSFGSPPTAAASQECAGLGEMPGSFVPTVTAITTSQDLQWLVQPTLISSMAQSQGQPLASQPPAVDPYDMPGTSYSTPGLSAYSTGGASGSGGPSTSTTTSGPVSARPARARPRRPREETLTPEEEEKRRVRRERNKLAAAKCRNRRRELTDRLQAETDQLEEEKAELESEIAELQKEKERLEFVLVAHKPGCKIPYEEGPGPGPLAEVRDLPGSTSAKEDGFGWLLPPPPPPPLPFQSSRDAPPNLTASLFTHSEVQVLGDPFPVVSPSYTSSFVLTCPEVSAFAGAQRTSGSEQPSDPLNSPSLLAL
# V-ATPase pH: yeast V-ATPase proton transport regulation by pHLuorin. S. cerevisiae, pHLuorin cytosolic pH fluorescence. response, % at 10 µM. 0.37% of 350,000 active. AID 504577; in the data active means response mostly above about 7.3%, no sharp cut-off; inactive means mostly below about 5.4%; further: actives read high; inactives centre near 0; some compounds called inactive have numbers as strong as hits
# Tat export inh: inhibitors of E. coli Tat protein transport; E. coli MC4100 TorA-mCherry Tat export, fluorescence; inhibition, % at 10 µM; 0.036% of 340,000 active; AID 488895;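 active means mean replicate inhibition at least 50% and at least half of replicates individually reaching 50%; inconclusive means only one of the two criteria met; inactive means neither criterion met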;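 further: exported cargo escapes ClpAP degradation while cytoplasmic cargo is degraded and loses fluorescence; 0% = median of neutral control wells and 100% = median of NaSCN control wells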
# Rtt109 Vps75: inhibitors of Candida albicans Rtt109/Vps75 histone acetyltransferase; Q5AAJ8; purified Rtt109/Vps75, ThioGlo CoA-SH fluorescence, 4 h; inhibition, % at 34.9 µM; 0.16% of 330,000 active; AID 540336;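 active means inhibition of at least 50% in every replicate; inconclusive means best replicate reaches 50% inhibition but some replicates fall short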
# CAL PDZ FP-2: human CAL PDZ-peptide interaction inhibition; purified CAL PDZ, TMR-peptide fluorescence polarization, 1 h; 0.02% of 330,000 active; AID 504414; inhibition, % at 20 µM;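 active means highest replicate inhibition of at least 40%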;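 further: plate controls were DMSO neutral control wells for no effect and unlabeled competitor peptide control wells for full effect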
#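 Material – purified CerCALP PDZ construct · Detection – FP readout, S and P plane fluorescence · Measure – percent inhibition from loss of millipolarization · Controls – unlabelled peptide for full inhibition, DMSO wells as neutral · Probe or stimulus – TMR-labelled reporter peptide T*-PRC34 bound in PDZ groove · Times – 1 h at RT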
# CDK5 p35 inh: blocks human CDK5/p35 kinase activity; 0.01% of 330,000 active; Recombinant CDK5/p35, ADP-Glo luminescence, 60 min; Q00535+Q15078; inhibition, % at 10 µM; AID 488839;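 active means highest replicate inhibition of at least 50% and at least 75% of replicates reaching 50%; inconclusive means only one of the two criteria met; inactive means both criteria failed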;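 further: plate controls were DMSO neutral control for no effect and GW8510 at 10 µM for full effect; many of its hits are not listed in these tables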
# Target sequence (Q00535 whole entry, looked up): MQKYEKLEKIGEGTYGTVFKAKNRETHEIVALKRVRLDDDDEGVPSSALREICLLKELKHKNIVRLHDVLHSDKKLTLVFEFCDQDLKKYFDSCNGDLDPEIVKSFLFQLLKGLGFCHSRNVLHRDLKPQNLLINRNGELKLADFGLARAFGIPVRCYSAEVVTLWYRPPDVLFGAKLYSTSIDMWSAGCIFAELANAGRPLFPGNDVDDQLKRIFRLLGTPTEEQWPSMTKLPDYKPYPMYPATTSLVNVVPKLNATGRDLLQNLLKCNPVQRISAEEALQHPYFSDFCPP
# Target sequence (Q15078 whole entry, looked up): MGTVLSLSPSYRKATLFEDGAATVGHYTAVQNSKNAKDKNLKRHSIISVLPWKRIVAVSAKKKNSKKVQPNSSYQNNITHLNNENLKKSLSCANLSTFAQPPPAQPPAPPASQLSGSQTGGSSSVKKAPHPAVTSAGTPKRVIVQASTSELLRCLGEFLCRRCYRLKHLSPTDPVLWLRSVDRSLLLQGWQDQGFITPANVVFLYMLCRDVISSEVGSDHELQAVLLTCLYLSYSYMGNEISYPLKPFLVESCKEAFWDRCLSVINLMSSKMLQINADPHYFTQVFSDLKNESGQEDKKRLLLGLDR
# Wnt bcat act: Wnt/beta-catenin pathway activation; Wnt/beta-catenin reporter cell assay, activator, plate reader; activation, % at 9.35 µM; 1.2% of 300,000 active; AID 743398; in the data active means activation above about 30%, passing the limit was not always enough; inconclusive means no clear call, values can overlap the other calls;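 further: 0% = neutral control wells and 100% = positive control wells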
# MITF act: activators of MITF-driven TRPM1 promoter activity in SK-MEL-5 cells | AID 588334 | 0.75% of 300,000 active | SK-MEL-5 TRPM1-promoter luciferase, 24 h; % of positive control, neutral wells = 0 | activation, % at 12.5 µM;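 active means mean activation of at least 80% with every replicate also reaching 80%; inconclusive means mean reaches 80% but some replicate falls short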;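 further: 0% = neutral control wells and 100% = parthenolide positive control wells; values of inactives mirror those of a sister screen read the other way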
# RTF Ca sens act: cardiac RTF calcium sensitization | IANBD-labeled TnC RTF fluorescence at EC20 calcium; 0% EC20 calcium, 100% full calcium | activation, % at 7.2 µM | 0.24% of 340,000 active;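 active means activation above the mean over all tested compounds plus 3 SD, cut at about 30% in these data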;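 further: rise in fluorescence read as greater calcium sensitivity of cardiac thin filaments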
# Numbers without * were called inactive; ? = inconclusive; · = not tested or not shown.
1. CC1(C)CC(=O)c2c(Cc3ccccc3)n[nH]c2C1
2. CCN(CC)C(=O)c1cn(-c2ccccc2)nc1-c1ccc2c(c1)OCCO2
3. Cc1cccc(OCCOc2ccc(/C=N/NC(=O)Cc3nnc(N)s3)cc2)c1
4. Cc1ccc(S(=O)(=O)Cc2sc3ccccc3[n+]2C)cc1
5. COc1cc(C(=O)NCCOc2ccc(F)cc2)c(Br)c(OC)c1OC
6. Cc1c(N=C/C=C2\N(C)c3ccccc3C2(C)C)c(=O)n(-c2ccccc2)n1C
7. CSc1ccccc1NC(=O)c1ccc(C)o1
8. O=C(COC(=O)COc1ccccc1)Nc1ccc(Br)cc1F

Assay by compound,1,2,3,4,5,6,7,8
RTF Ca sens act,-1,-7,2,2,-3,0,-1,2
Tat export inh,3,-2,1,-4,-14,-8,-3,0
V-ATPase pH,1,1,-2,0,1,0,-1,0
Wnt bcat act,·,0,·,2,·,0,·,-1
CAL PDZ FP-2,-0.7,-0.6,-0.2,-0.2,-2.8,-2.3,-0.7,-0.2
CAL PDZ FP-1,1,-4,0,·,-4,-2,1,0
CDK5 p35 inh,1.5,-0.5,-2.3,-1.1,1.3,0.6,-4.0,-0.8
Rtt109 Vps75,16,5,12,3,-3,·,-18,3
dFosB act,-2,-3,-5,2,-8,0,2,2
MITF act,-2,0,-4,7,0,2,41,-2

# Some of these compounds in order of their number in dFosB act, descending.
nr	compound	Tat export inh	V-ATPase pH	Wnt bcat act	CAL PDZ FP-2	CAL PDZ FP-1	CDK5 p35 inh	Rtt109 Vps75	dFosB act	MITF act
4	Cc1ccc(S(=O)(=O)Cc2sc3ccccc3[n+]2C)cc1	-4	0	2	-0.2	·	-1.1	3	2	7
1	CC1(C)CC(=O)c2c(Cc3ccccc3)n[nH]c2C1	3	1	·	-0.7	1	1.5	16	-2	-2
2	CCN(CC)C(=O)c1cn(-c2ccccc2)nc1-c1ccc2c(c1)OCCO2	-2	1	0	-0.6	-4	-0.5	5	-3	0
3	Cc1cccc(OCCOc2ccc(/C=N/NC(=O)Cc3nnc(N)s3)cc2)c1	1	-2	·	-0.2	0	-2.3	12	-5	-4

# Going on with the list:
9. O=C(NCCC1=CCCCC1)c1c(O)nc2sccn2c1=O
10. COc1ccccc1NC(=O)COC(=O)C1CCCC1
11. O=C(NCc1cccc(C(F)(F)F)c1)C1CCC(=O)N(C2CCCCCC2)C1 (stereo not given)
12. NS(=O)(=O)c1ccc(CCNC(=O)COC(=O)CCSc2ccc(Cl)cc2)cc1
13. CC(=O)N(CN1C(=O)C2CC=CCC2C1=O)c1cccc(Cl)c1 (stereo not given)
14. O=C(CN1CCN(c2ccc(O)cc2)CC1)NCC(=O)Nc1ccc(F)c(F)c1F
15. CCOC(=O)C1CCCN(C(=O)c2cccc(S(=O)(=O)N(C)c3ccc(OC)cc3)c2)C1 (stereo not given)
16. CN(C(=O)c1ccc(NC(=O)Cc2ccc(NC(=O)C3CCCN(C(=O)C4CCC4)C3)cc2)cc1)C1CCCC1 (stereo not given)

Assay by compound,9,10,11,12,13,14,15,16
RTF Ca sens act,-6,0,0,8,-5,-2,-2,-3
Tat export inh,4,3,1,5,-4,-8,-5,8
V-ATPase pH,-2,2,-1,-6,-3,-3,0,2
Wnt bcat act,5,-2,-2,·,·,-1,-2,-3
CAL PDZ FP-2,-1.0,-0.4,-0.8,-0.5,0.7,-0.3,-2.2,-0.3
CAL PDZ FP-1,4,·,-8,-3,·,-5,0,1
CDK5 p35 inh,-0.1,2.0,1.1,-1.1,1.7,-0.1,-0.3,1.4
Rtt109 Vps75,0,2,-4,-5,1,3,1,-2
dFosB act,-7,3,-8,-8,-6,-2,-3,-14
MITF act,21,4,11,-12,-9,·,0,-1

17. CCCCSc1nnc(-c2ccc(C)cc2)n1C
18. CN(Cc1ccccc1)C(=O)c1cccc(NC(=O)Cc2ccc(NC(=O)C3CCCN(C(=O)CCc4ccccc4)C3)cc2)c1 (stereo not given)
19. Cc1ccccc1N1CCN(C(=S)c2ccc([N+](=O)[O-])cc2)CC1
20. CCCCCCCCn1c(N2CCN(c3cccc(Cl)c3)CC2)nc2c1c(=O)[nH]c(=O)n2C
21. CC(C)N1CC2=C(OC(N)=C(C#N)C2c2cccnc2)/C(=C/c2cccnc2)C1 (stereo not given)
22. CC(=O)c1cnc2c(-c3ccccc3)c(C(F)(F)F)nn2c1C
23. CCOC(=O)c1c(C)n(C)c2ccc(OCC(O)Cn3c(C)nc4ccccc43)cc12 (stereo not given)
24. C=Cn1nc(C)c2ccccc2c1=O

Assay by compound,17,18,19,20,21,22,23,24
RTF Ca sens act,-2,12,3,3,2,3,2,1
Tat export inh,3,14,-12,2,-4,8,0,-1
V-ATPase pH,0,-3,-3,-2,-3,-1,-2,-1
Wnt bcat act,53*,-4,·,-7,-3,-1,·,-1
CAL PDZ FP-2,-1.5,-0.9,0.2,-3.6,-1.6,-0.7,-3.5,-0.6
CAL PDZ FP-1,1,11,-3,-5,-4,-6,·,0
CDK5 p35 inh,0.9,0.7,0.4,-1.9,1.1,-0.3,-2.2,0.9
Rtt109 Vps75,5,-5,3,-6,-41,-1,10,-3
dFosB act,1,-4,-4,-2,-15,-16,11,2
MITF act,34,-16,3,·,2,-1,-4,·

25. CCCN(CCC)CCNC(=O)CS(=O)Cc1nc(-c2ccc(C)cc2)oc1C (stereo not given)
26. CCOP(=O)(OCC)C(NCc1ccccc1)c1ccc(Br)cc1 (stereo not given)
27. O=C(c1cc(-c2ccc(F)cc2)on1)N1CCN(c2ccc(F)cc2)CC1
28. Cc1cc(Cl)ccc1NC(=S)Nc1cccnc1
29. CCNC(=O)c1cc2c(=O)n3cccc(C)c3nc2n(Cc2ccc(C)cc2)c1=N
30. Cc1cc(NC(=O)c2noc3c2CCCC3)no1
31. CCC(Oc1cccc(Cl)c1)C(=O)N1CCCN(C)CC1 (stereo not given)
32. Cc1ccc(SCCNC(=O)c2ccc([N+](=O)[O-])c(C)c2)cc1

Assay by compound,25,26,27,28,29,30,31,32
RTF Ca sens act,1,5,-2,2,4,2,-2,-1
Tat export inh,-1,4,-3,-1,4,-9,-4,5
V-ATPase pH,2,0,1,7,-22,2,1,3
Wnt bcat act,·,·,-3,2,·,·,1,-2
CAL PDZ FP-2,-2.8,-1.6,-1.2,0.2,0.0,-2.2,-2.4,0.1
CAL PDZ FP-1,0,-3,-5,-5,-4,·,1,-1
CDK5 p35 inh,-0.4,-3.5,0.2,-0.6,0.0,-3.3,0.9,0.7
Rtt109 Vps75,-14,11,-5,9,-113,-1,0,2
dFosB act,-5,-10,-4,-2,14,-9,2,-7
MITF act,·,0,-2,·,1,23,-9,·

# Rewritten tab-delimited: three of the compounds above.
no.	structure	RTF Ca sens act	Tat export inh	V-ATPase pH	Wnt bcat act	CAL PDZ FP-2	CAL PDZ FP-1	CDK5 p35 inh	Rtt109 Vps75	dFosB act	MITF act
19	Cc1ccccc1N1CCN(C(=S)c2ccc([N+](=O)[O-])cc2)CC1	3	-12	-3	·	0.2	-3	0.4	3	-4	3
28	Cc1cc(Cl)ccc1NC(=S)Nc1cccnc1	2	-1	7	2	0.2	-5	-0.6	9	-2	·
24	C=Cn1nc(C)c2ccccc2c1=O	1	-1	-1	-1	-0.6	0	0.9	-3	2	·

# Fetched one by one from the entries so far (two):
30. Cc1cc(NC(=O)c2noc3c2CCCC3)no1
31. CCC(Oc1cccc(Cl)c1)C(=O)N1CCCN(C)CC1 (stereo not given)

Assay by compound,30,31
RTF Ca sens act,2,-2
Tat export inh,-9,-4
V-ATPase pH,2,1
Wnt bcat act,·,1
CAL PDZ FP-2,-2.2,-2.4
CAL PDZ FP-1,·,1
CDK5 p35 inh,-3.3,0.9
Rtt109 Vps75,-1,0
dFosB act,-9,2
MITF act,23,-9

# (continued)
33. O=c1c(Cl)c(Cl)cnn1Cc1nnc(-c2ccc(Cl)cc2)o1
34. O=[N+]([O-])c1ccc(CSc2ccccn2)cc1
35. O=C(NC1CCCCC1)C(c1ccccn1)N(C(=O)c1csnn1)c1ccccc1 (stereo not given)
36. O=C(CN1C2=NCCCN2c2ccccc21)c1ccc(Cl)cc1Cl
37. CCC(C)C(=O)Nc1cc(Cl)ccc1C(=O)O (stereo not given)
38. Cc1ccccc1CS(=O)(=O)CCC(=O)NCCCN1CCOCC1
39. CC1CCCC(C)N1C(=O)CSc1nc2ncnc(N)c2[nH]1 (stereo not given)
40. O=c1c2cc(NC(=S)N3CCCCC3)ccc2nc2n1CCCCC2

Assay by compound,33,34,35,36,37,38,39,40
RTF Ca sens act,0,14,-2,-1,1,5,-2,1
Tat export inh,-7,-2,-6,-7,0,-6,-1,-1
V-ATPase pH,0,-3,-3,-2,-1,-5,1,0
Wnt bcat act,-7,2,-4,·,-2,·,·,2
CAL PDZ FP-2,-0.5,·,0.7,-3.5,0.4,0.4,-1.3,-1.0
CAL PDZ FP-1,-9,-3,-3,-3,·,-1,-2,15
CDK5 p35 inh,0.8,0.8,0.3,-3.0,-1.4,·,0.3,-0.7
Rtt109 Vps75,-6,-3,8,1,-7,-2,·,-16
dFosB act,-20,-3,-5,-12,-7,1,-5,-6
MITF act,-87,37,-6,-12,5,8,7,4

41. CC(=O)Nc1ccc(-n2c(C)ccc2C)cc1
42. O=C(NC(Cc1ccccc1)C(=O)O)C1CCN(S(=O)(=O)c2ccccc2C(F)(F)F)CC1 (stereo not given)
43. COc1ccccc1Nc1nc(NCCCN(C)C)nc(N)c1[N+](=O)[O-]
44. COc1cc2c(cc1NC(=O)C(F)(F)F)-c1ccc(NC(=O)C(F)(F)F)cc1C2
45. CCCc1nnc(NC(=O)CCC(=O)NC2CCCc3ccccc32)s1 (stereo not given)
46. COc1ccc(Cc2nnc(NC(=O)Nc3cccc(OC)c3)s2)cc1

Assay by compound,41,42,43,44,45,46
RTF Ca sens act,-4,-1,1,3,6,-3
Tat export inh,7,-12,-4,8,9,4
V-ATPase pH,5,-1,1,2,2,0
Wnt bcat act,1,2,0,6,-1,5
CAL PDZ FP-2,-0.7,0.7,0.2,-1.0,-2.9,0.6
CAL PDZ FP-1,-5,-3,-9,-9,-3,-4
CDK5 p35 inh,-0.4,0.4,0.8,0.7,-2.2,0.1
Rtt109 Vps75,-8,2,-8,-3,-1,6
dFosB act,1,3,?,-3,9,4
MITF act,-15,19,16,31,-6,4
